High-throughput results (PubChem BioAssay)
BLM helicase inh: blocks DNA unwinding by human BLM helicase; recombinant BLM DNA unwinding, fluorescence dequenching; Potency, µM (highest dose often 56.1 µM), without a hit: top-dose activity change, negative = inhibition, most hits filed as inhibitors; hit rate 0.2% among 350,000; P54132;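 note: potency is the fitted concentration of half-maximal effect; plate controls were vehicle for no effect and no enzyme for full effect; nearly all actives have a fitted effect of over 35% in size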
RXFP1 antagonist: blocks the human relaxin receptor RXFP1 | HEK293-RXFP1, relaxin-stimulated cAMP HTRF, 30 min; active compounds read low | activity change, negative = inhibition, % at 57.5 µM | hit rate 0.59% among 350,000 | AID 1259400;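 active = activity change of -60% or lower, but not beyond a set lower limit; inconclusive = change between -60% and -40%, or beyond the set limit; inactive = change above -40%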; note: % is set by controls: 0 for no effect and ±100 for the full control effect
Pol eta inh: inhibitors of human DNA polymerase eta; AID 588591; hit rate 1.2% among 390,000; recombinant Pol eta, fluorescent DNA replication assay; Potency, µM (doses to about 114 µM), without a hit: at the highest dose activity change, negative = inhibition, actives largely listed as inhibitors; note: potency is the fitted concentration of half-maximal effect; % is set by controls: 0 for no effect and ±100 for the full control effect
Target sequence (Q9Y253 whole entry, looked up): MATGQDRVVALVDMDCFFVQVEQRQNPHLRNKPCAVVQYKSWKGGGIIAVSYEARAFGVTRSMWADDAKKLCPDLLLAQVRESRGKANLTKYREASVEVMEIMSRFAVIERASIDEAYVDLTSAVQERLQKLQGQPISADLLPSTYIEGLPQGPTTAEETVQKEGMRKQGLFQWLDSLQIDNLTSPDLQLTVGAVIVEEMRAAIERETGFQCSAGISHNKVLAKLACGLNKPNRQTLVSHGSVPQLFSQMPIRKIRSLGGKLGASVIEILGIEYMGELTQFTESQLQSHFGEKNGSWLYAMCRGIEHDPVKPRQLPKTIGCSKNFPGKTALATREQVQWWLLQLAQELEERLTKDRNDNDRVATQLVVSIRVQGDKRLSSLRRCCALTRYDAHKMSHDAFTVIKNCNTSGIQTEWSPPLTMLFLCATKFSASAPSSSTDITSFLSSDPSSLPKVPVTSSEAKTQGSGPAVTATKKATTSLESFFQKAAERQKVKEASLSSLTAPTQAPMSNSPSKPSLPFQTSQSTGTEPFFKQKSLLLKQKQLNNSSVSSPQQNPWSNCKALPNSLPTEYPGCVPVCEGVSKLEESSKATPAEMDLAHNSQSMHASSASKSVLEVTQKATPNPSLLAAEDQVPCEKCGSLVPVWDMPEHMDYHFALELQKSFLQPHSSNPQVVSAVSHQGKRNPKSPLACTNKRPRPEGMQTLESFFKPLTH
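Pol eta (10 nM) was preincubated with compounds for 15 min at room temperature, after which fluorescent replication substrate (50 nM final) was added to start the reaction. Fluorescence was read kinetically at 0 and 10 min.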
APEX1 inh: APE1 (human) endonuclease inhibition | P27695 | recombinant APE1, TAMRA/BHQ-2 abasic DNA cleavage fluorescence | Potency, µM (doses to about 65.8 µM), for inactives: at the highest dose activity change, negative = inhibition, usual class: inhibitors | hit rate 0.35% among 350,000 | AID 2517;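 note: potency is the fitted concentration of half-maximal effect; plate controls were vehicle for no effect and reference inhibitor for full effect; nearly all actives have a fitted effect of over 55% in size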
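Enzyme (0.75 nM final) and test compound are incubated 15 min at room temperature before adding 50 nM quenched THF abasic-site duplex. Cleavage dequenches TAMRA, followed at 525/598 nm over three reads one minute apart.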
Pol iota inh: inhibitors of human DNA polymerase iota. Q9UNA4. Pol iota fluorescent replication assay, 10 min. Potency, µM (series often up to 115 µM), inactives show at the top dose activity, negative = inhibition, most hits filed as inhibitors. hit rate 1% among 390,000. AID 588590; note: potency is the fitted concentration of half-maximal effect
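Pol iota at 10 nM preincubated 15 min with compounds at room temperature; reaction started with fluorescent substrate, 50 nM final. Fluorescence read kinetically at 0 and 10 min; buffer-only wells as negative control.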
Pol kappa inh: inhibitors of human DNA polymerase kappa; hit rate 0.53% among 400,000; Potency, µM (highest dose often 107 µM), for the others: at the top dose activity, negative = inhibition, actives largely listed as inhibitors; purified Pol kappa, fluorescent DNA synthesis assay, 10 min; Q9UBT6; note: potency is the fitted concentration of half-maximal effect; % is set by controls: 0 for no effect and ±100 for the full control effect
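First, compounds were pin-transferred onto 10 nM Pol kappa. After 15 min at room temperature, substrate was added to 50 nM final. Fluorescence was then measured kinetically at 0 and 10 min.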
Tb PGK inh: blocks T. brucei phosphoglycerate kinase; PGK/GAPDH coupled, Kinase-Glo luminescence, 60 min; Potency, µM (highest dose often 57.5 µM), for the others: top-dose activity change, negative = inhibition, usual class: inhibitors; hit rate 0.043% among 380,000; AID 602233; note: potency is the fitted concentration of half-maximal effect; % is set by controls: 0 for no effect and ±100 for the full control effect; nearly all actives have a fitted effect of over 60% in size
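Recombinant glycosomal PGK reaction used 1,3-bisphosphoglycerate generated in-well by GAPDH (100nM final) in 100mM TEA pH 7.6, 5mM MgCl2, 0.01% Tween-20. After 60 minutes at room temperature, ATP was read by Kinase-Glo Plus luminescence end-point.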
POLB inh: blocks human DNA polymerase beta activity. P06746. Pol beta primer extension/strand displacement, fluorescence kinetic. hit rate 1.3% among 340,000. Potency, µM (top dose mostly 114 µM), for inactives: top-dose activity change, negative = inhibition, usual class: inhibitors; note: potency is the fitted concentration of half-maximal effect; % is set by controls: 0 for no effect and ±100 for the full control effect
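Homogeneous kinetic assay of primer extension and strand displacement by 10 nM Pol beta, preincubated 15 min at room temperature with compound before 50 nM substrate (final) was added. Read at 0 and 10 min; four-parameter Hill fit.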
Anesthetic bind: candidate novel general anesthetic via apoferritin binding; P02791; apoferritin/1-aminoanthracene competitive binding, fluorescence; Potency, µM (doses to about 77.5 µM), for inactives: at the highest dose activity change, negative = displacement, most hits filed as inhibitors; hit rate 0.074% among 350,000; note: potency is the fitted concentration of half-maximal effect; % is set by controls: 0 for no effect and ±100 for the full control effect; nearly all actives have a fitted effect of over 20% in size
Target sequence (P02791 2-175 limits assumed): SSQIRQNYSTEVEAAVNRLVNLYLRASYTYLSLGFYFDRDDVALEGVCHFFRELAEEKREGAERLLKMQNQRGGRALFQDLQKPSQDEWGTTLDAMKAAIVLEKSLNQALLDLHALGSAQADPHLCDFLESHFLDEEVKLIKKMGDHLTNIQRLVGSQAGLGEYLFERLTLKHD
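10 uM apoferritin + 50% sat. 1-AMA, PBS; cpd 10 min RT; Ex380/Em535 endpoint; normalized to free probe vs complex; 4-param Hill fit; propofol titration as pos. ctrl.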
An asterisk follows results filed as active; i = inactive; ? = inconclusive; . = not tested or not shown; [ ] = remark or other dose. Unless noted, calls come from the whole dose curve; as a rule, active = well fitted curve in the direction sought with a large enough effect; inconclusive = small, poorly fitted or top-dose-only effect, or another doubt; inactive = no such curve, though single readings can be large; an effect the other way counts as inactive or inconclusive.

Values run as follows: BLM helicase inh	RXFP1 antagonist	Pol eta inh	APEX1 inh	Pol iota inh	Pol kappa inh	Tb PGK inh	POLB inh	Anesthetic bind
COC(=O)C1CCN(C(=O)c2cc(=O)[nH]c3ccccc23)CC1
 : -1%	-8	-8%	-4%	18%	-13%	3%	-25%	-4%
Cn1c(=O)n(CC(N)=O)c(=O)c2c1nc(Br)n2Cc1ccccc1
 : 5%	1	4%	11%	2%	-4%	i	-27%	-5%
Cc1cc(=O)[nH]c(SCC(=O)Nc2ccc(Br)cn2)n1
 : 2%	-7	10%	-5%	-25%	-5%	-4%	16%	2%
Cc1cccn2c(=O)c3cc(C(=O)NC(C)C)c(=N)n(Cc4ccncc4)c3nc12
 : -7%	.	-3%	1%	3%	3%	-4%	4%	225%[activator]
CCOC(=O)CN1CC23C=CC(O2)C(C(=O)Nc2ccc(C(C)=O)cc2)C3C1=O (stereo not drawn)
 : 3%	1	-1%	-2%	-3%	-6%	-3%	8%	3%
O=C(CSc1nc2[nH]ncc2c(=O)[nH]1)Nc1ccc(Cl)cc1
 : .	-31	3%	18%	-1%	8%	-11%	.	.
COc1cc(C(=O)N2CCc3ccccc32)ccc1OCc1c(C)noc1C
 : -3%	12	-15%	-5%	1%	6%	i	-20%	-20%
Cc1cc(C(F)(F)F)n2nc(C(=O)O)c(Cl)c2n1
 : 0%	6	-8%	-1%	7%	-6%	-6%	3%	-5%
CSCCC(NS(=O)(=O)c1ccc2c(c1)OCCO2)C(=O)N(C)Cc1ccc(C)cc1 (stereo not drawn)
 : -6%	2	-17%	7%	7%	-6%	1%	-7%	-3%
COCCCNCCCCOc1ccc(OCc2ccccc2)cc1
 : 3%	-28	-15%	-5%	-8%	-2%	-1%	7%	?
Cc1ccc(S(=O)(=O)N(Cc2cccc(Cl)c2)C(=O)N2CCN(C)CC2)cc1
 : .	-4	-6%	3%	7%	-7%	-8%	.	.
N#Cc1sc2nc(-c3cccs3)cc(-c3ccccc3)c2c1N
 : -11%	7	-5%	2%	10%	-10%	.	0%	0%
S=C(NCc1ccco1)Nc1cccc(Cl)c1
 : -8%	-5	-17%	0%	13%	-6%	-3%	1%	-7%
CCOc1ccc(C(=O)Nc2cc(Cl)ccc2-n2cncn2)cc1OC
 : .	-4	-14%	11%	33%[activator]	-3%	-9%	.	.
COC(=O)COc1ccc2cc(-c3ccc(OC)cc3)c(=O)oc2c1
 : -4%	9	-4%	42%	38%[activator]	16%	-1%	-23%	.
Nc1nonc1-n1nnc(C(=O)N/N=C/c2cccc(Cl)c2)c1CN1CCCCCC1
 : .	.	-18%	.	0%	-1%	1%	.	.
COCCn1c(C)cc(C2=NNC(=Nc3ccc(OC)cc3)SC2)c1C
 : -10%	21	-3%	-2%	36%[activator]	-12%	.	27%	?
COc1cc(OC)c(NC(=O)CSc2nc3ccncc3[nH]2)cc1Cl
 : -2%	-9	-10%	3%	0%	-12%	-8%	10%	-8%
CCC(C)NC(=O)CNS(=O)(=O)c1ccc(C)cc1 (stereo not drawn)
 : 0%	-19	-10%	8%	19%	-3%	13%	-3%	-8%
CC(=O)Nc1cccc(C(=O)/C=C/c2ccc[nH]2)c1
 : -6%	-9	-4%	-3%	23%	-6%	-6%	2%	7%
Cc1ccc(-c2nc(SCC(=O)NCc3ccco3)c3c(=O)n(C)c(=O)n(C)c3n2)cc1
 : -3%	7	-9%	.	32%[activator]	-6%[60.1 µM]	5%	0%	-12%
O=C(C1CC1)N1CCN(c2ccc(O)cc2)CC1
 : 2%	5	-9%	2%	83%[activator]	-10%	1%	22%	3%
CCOC(=O)Oc1ccc2c(=O)c(Oc3cccc(C)c3)coc2c1
 : -10%	6	-7%	-5%	-7%	9%	-1%	22%	-14%
Cc1ccc(C)c(Cn2ncc3ccccc32)c1
 : -4%	-26	-9%	1%	12%	4%	-5%	-4%	-15%
Cc1ccc2[nH]c(C)c(CCNC(=O)C3CCCCC3C(=O)OCC(F)(F)F)c2c1 (stereo not drawn)
 : -9%	-8	-23%	?	143%[activator]	-11%	10%	-18%	?
COc1cccc(-c2ccc3ncnc(N(C)Cc4ccco4)c3c2)c1
 : 4%	.	-5%	?	-17%	-7%	1%	.	.
COc1ccc(CCNC(=O)CS(=O)(=O)c2cn(CC(=O)N(C(C)C)C(C)C)c3ccccc23)cc1OC
 : -1%	-6	-15%	19%	11%	-3%	4%	?	-18%
Cn1cc(Cl)c(C(=O)N/N=C/c2ccc3c4c(cccc24)CC3)n1
 : -1%	-7	-4%	74%[activator]	35%[activator]	5%	-1%	7%	16%
Cc1ccc(C(C)C)c(OCC(=O)NN2C(=O)c3ccccc3C2=O)c1
 : -7%	9	-10%	6%	?	-6%	-2%	-2%	-23%
Cc1ccc(N(C(=O)Cn2nnc3ccccc32)C(C(=O)NC2CCCCC2)c2cn(C)nc2C)cc1 (stereo not drawn)
 : 0%	11	-2%	2%	-17%	-9%	-11%	7%	-14%
Cc1nnc(SCC(=O)Nc2ccc(-c3nc4ccccc4s3)cc2)s1
 : 1%	-6	-10%	-1%	-5%	-13%	-12%	-1%	1%
CSc1c(C#N)c(N)c(C#N)c2c1COC(C)(C)C2
 : 3%	0	-13%	7%	-9%[58.9 µM]	-2%	-3%	-2%	-2%
CCCN1C2CCCC1CC(NC(=O)c1cc(OC)c(OC)c(OC)c1)C2 (stereo not drawn)
 : -1%	3	3%	2%	1%	-10%	3%	17%	-8%
NC12NC(=O)C3(O)C4C5CC(C6C5C3C61)C42 (stereo not drawn)
 : -2%	-11	-4%	3%	78%[activator]	-16%	i	19%	-4%
COc1cc(/C=N/N(C)S(=O)(=O)c2ccc(C)cc2)cc([N+](=O)[O-])c1O
 : -2%	2	-16%	-15%	24%	1%	-12%	7%	0%
COc1ccc(C(=O)CC(=O)C(=O)Nc2ccccc2)cc1
 : -8%	-16	-12%	-6%	-8%	8%	i	5%	-8%
O=C(NC(=S)Nc1ccccc1N1CCOCC1)c1ccc(-c2cc(Cl)ccc2Cl)o1
 : -3%	-7	-12%	2%	-10%	-3%	-3%	13%	5%
Cc1ccccc1OCC(=O)Nc1ccccc1C(=O)OCc1cc(=O)n2ccsc2n1
 : -5%	0	-7%	.	-20%	-12%[60.1 µM]	i	13%	55%[activator]
CSc1ccc(/C=C/c2nc3ccccc3n2S(=O)(=O)c2ccc(F)c(C)c2)cc1
 : -6%	-12	-20%	.	2%	-7%[60.1 µM]	?	13%	67%[activator]
CC(Sc1nnnn1-c1ccc(O)cc1)C(=O)NC1CCCCC1C (stereo not drawn)
 : -4%	9	1%	-2%	14%	-10%	-3%	4%	-9%
CC(=O)NC12CC3CC(C1)CC(C(=O)N1CCN(C(=O)c4ccco4)CC1)(C3)C2
 : .	-5	-8%	19%	60%[activator]	14%	i	.	.
CC1Cc2ccccc2N1Cc1cc(=O)c(OCC(=O)Nc2ccccc2)co1 (stereo not drawn)
 : .	-18	?	23%	?	-41%	-6%	.	.
O=C(O)C12C[C@H]3C[C@@H](C1)CC(n1ncc(N4CCN(c5ccccc5)CC4)c(Cl)c1=O)(C3)C2
 : 4%	-7	-7%	0%	1%	-14%	-4%	0%	-3%
CCOC(=O)CSc1nc(C)cc(C)c1C(N)=O
 : -3%	-2	-6%	9%	20%	10%	i	22%	-6%
COC(=O)CCN(C(=O)c1ccc(Cl)c([N+](=O)[O-])c1)c1ccccn1
 : 1%	-7	-9%	20%	53%[activator]	16%	i	39%	-2%
CCOc1ccccc1CNC(=O)c1ccccc1NC(=O)C1=CSCCO1
 : -3%	-17	-17%	52%[activator]	11%	-5%	0%	-15%	-11%
COc1ccc(CC(=O)N(C)CC(=O)Nc2ccccc2Cl)cc1S(=O)(=O)N1CCOCC1
 : .	-3	-8%	-7%	12%	8%	-1%	.	.
CCC(C)(O)c1[nH]c2ccc(C(=O)OC)cc2c1C (stereo not drawn)
 : -4%	.	-6%	-14%	22%	12%	-2%	55%	-11%
O=C(NC1CCCN(c2ccc(C(F)(F)F)cn2)C1)c1ccnc(Cl)c1 (stereo not drawn)
 : -1%	1	-13%	0%	13%	-15%	6%	26%	-11%
Nc1nc(NCc2ccco2)nc(N2CCCC2)c1[N+](=O)[O-]
 : -10%	-6	-16%	2%	42%[activator]	-2%	0%	-15%	-15%
CCCNC(=O)CCn1c(-c2ccc(C)cc2)cc(C(=O)OCC)c1C
 : -2%	-1	-9%	-2%	-5%	-6%	0%	10%	-16%
Cc1ccc(S(=O)(=O)NCC(=O)N(CC2CCCO2)C(C(=O)NC2CCCCC2)C(C)C)cc1 (stereo not drawn)
 : -4%	10	-9%	6%	13%	1%	1%	3%	-14%
Cc1cc(-c2ccc(S(=O)(=O)N(C)Cc3ccccc3)cc2)on1
 : -2%	6	-4%	71%[activator]	9%	18%	-3%	6%	1%
CCSc1nnc(-c2ccccc2NC(=O)CC)c(=O)[nH]1
 : 0%	-14	-11%	?	61%[activator]	-10%	6%	14%	-5%
CCC(CO)NCc1sccc1C (stereo not drawn)
 : -2%	6	-21%	8%	20%	-1%	-6%	-26%	-15%
Cc1cc2c(cc1C)N(C(=O)CSc1nncn1C)C(C)(C)c1ssc(=S)c1-2
 : -2%	-2	7%	-4%	-6%	-8%	i	-6%	-7%
COc1ccc(NC(=O)C(=O)NCC(=O)Nc2cccc(C(F)(F)F)c2)cc1
 : -11%	-6	-3%	-1%	141%[activator]	-5%	-6%	12%	-4%

Grouped by structure, those above containing bromine (2)
Values run as follows: BLM helicase inh	RXFP1 antagonist	Pol eta inh	APEX1 inh	Pol iota inh	Pol kappa inh	Tb PGK inh	POLB inh	Anesthetic bind
Cn1c(=O)n(CC(N)=O)c(=O)c2c1nc(Br)n2Cc1ccccc1
 : 5%	1	4%	11%	2%	-4%	i	-27%	-5%
Cc1cc(=O)[nH]c(SCC(=O)Nc2ccc(Br)cn2)n1
 : 2%	-7	10%	-5%	-25%	-5%	-4%	16%	2%

Some of the compounds tested (hit frequency here may not be typical).
